# AddAB inh: less growth of phage-infected E. coli with AddAB | inhibition, % at 11.9 µM | AID 435030 | 330,000 tested, 0.29% active | E. coli expressing H. pylori AddAB, absorbance growth; in the data active means inhibition above about 12%;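 further: 0% = vehicle wells of infected cells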
# MOR-DOR ag: agonists of human mu-delta opioid receptor heterodimerization | cells, OPRM1-OPRD1 heterodimerization, luminescence | activation, % at 9.3 µM | 340,000 tested, 0.3% active | AID 504326; in the data active means activation above about 18%;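 further: 0% = vehicle-treated cells and 100% = reference agonist; values of inactives mirror those of a sister screen read the other way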
# Target sequence (P35372 whole entry, looked up): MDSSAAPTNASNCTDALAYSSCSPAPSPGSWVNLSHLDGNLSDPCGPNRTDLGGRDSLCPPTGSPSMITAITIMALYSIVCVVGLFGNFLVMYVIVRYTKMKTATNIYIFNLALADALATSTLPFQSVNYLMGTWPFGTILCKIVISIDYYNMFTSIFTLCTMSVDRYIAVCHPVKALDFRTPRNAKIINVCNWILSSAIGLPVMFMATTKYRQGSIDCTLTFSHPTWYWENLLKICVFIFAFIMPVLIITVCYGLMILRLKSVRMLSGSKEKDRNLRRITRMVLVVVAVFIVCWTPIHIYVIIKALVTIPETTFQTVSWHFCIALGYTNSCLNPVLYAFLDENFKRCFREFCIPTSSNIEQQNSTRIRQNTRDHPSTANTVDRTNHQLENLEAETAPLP
# Target sequence (P41143 whole entry, looked up): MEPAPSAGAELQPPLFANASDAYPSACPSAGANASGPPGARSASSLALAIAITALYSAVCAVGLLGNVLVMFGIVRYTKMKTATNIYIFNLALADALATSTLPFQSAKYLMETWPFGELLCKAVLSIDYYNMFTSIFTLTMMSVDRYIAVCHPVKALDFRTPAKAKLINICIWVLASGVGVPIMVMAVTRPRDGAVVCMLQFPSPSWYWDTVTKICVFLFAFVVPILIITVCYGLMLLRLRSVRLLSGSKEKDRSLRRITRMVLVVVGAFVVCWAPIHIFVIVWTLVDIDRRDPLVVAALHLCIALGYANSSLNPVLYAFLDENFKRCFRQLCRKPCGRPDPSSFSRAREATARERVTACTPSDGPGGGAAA
# phage Ecoli inh: E. coli growth loss with phage present; growth absorbance; inhibition, % at 11.9 µM; 360,000 tested, 0.26% active; in the data active means inhibition above about 11%
# Ecoli viability: reduces bacterial viability in AddAB counter-screen | E. coli V3065 growth, OD600 absorbance, 18 h | inhibition, % at 11.9 µM | 330,000 tested, 0.27% active | AID 449728;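 active means inhibition above the campaign's mean inhibition across all tested compounds plus 3 SD, cut at about 9.9% in these data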;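 further: uninfected addAB+ strain grown without phage in ampicillin broth; 0% = DMSO wells and 100% = ciprofloxacin 0.95 µg/ml wells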
# PKA-R1A activ: activates the PKA-R1A holoenzyme complex; PKA-R1A dissociation, Cy5-IP20 fluorescence polarization; scaled: DMSO 0%, 113 µM cGMP 100%; AID 504707; 340,000 tested, 0.083% active; P00514+P68181; activation, % at 11.4 µM;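 active means percent activation above the mean of all tested compounds plus 3 SD, cut at about 19% in these data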;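 further: higher means more PKAc released from R1A so a rise in polarization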
# Tat export inh: E. coli Tat transport inhibition | E. coli MC4100 TorA-mCherry Tat export, fluorescence | 340,000 tested, 0.036% active | inhibition, % at 10 µM;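 active means mean replicate inhibition at least 50% and at least half of replicates individually reaching 50%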;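 further: exported cargo escapes ClpAP degradation while cytoplasmic cargo is degraded and loses fluorescence; 0% = median of neutral control wells and 100% = median of NaSCN control wells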
# HTR5A inv ctr: HTR5A inverse agonism, opioid heterodimer counter-screen | P47898 | AID 504634 | inhibition, % at 9.3 µM | 340,000 tested, 0.083% active | HTR5A cell line, luminescence; in the data active means inhibition mostly above about 23%, no sharp cut-off; inactive means mostly below about 18%;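 further: 0% = cells with DMSO and 100% = no-cell wells with DMSO; some compounds called inactive have numbers as strong as hits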
# PKA-R2B activ: activates the human PKA-R2B holoenzyme complex. P22694+P31323. PKA-R2B holoenzyme dissociation, Cy5-IP20 fluorescence polarization; R2B truncated from residue 108, S112A mutant; 0% DMSO only, 100% 113 µM cGMP. activation, % at 11.4 µM. 340,000 tested, 0.079% active;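 active means activation above a cutoff set at the mean over all compounds plus 3 SD, cut at about 18% in these data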;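 further: higher means more holoenzyme dissociation and a rise in polarization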
# PfHsp90 yeast 2: growth inhibition of yeast expressing Plasmodium Hsp90. AID 504621. S. cerevisiae expressing PfHsp90, BacTiter-Glo ATP, 48 h; yeast lacking PDR1 and PDR3 efflux regulators. inhibition, % at 9.4 µM. 310,000 tested, 0.32% active;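 active means every replicate shows inhibition above about 80%, whatever the replicate mean, limit read from the data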;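 further: 0% = DMSO neutral controls and 100% = 20 µM radicicol positive controls; yeast relying on Plasmodium falciparum Hsp90 in place of its own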
# Mot1-301 SUMO: SUMOylation pathway inhibition by Mot1-301 growth rescue; S. cerevisiae Mot1-301 growth rescue, ATP luminescence, 38.5C; percent above DMSO median, 100 means doubled; growth rescue, % at 18.8 µM; 320,000 tested, 1% active; AID 2716;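 active means every valid replicate shows activation above 250% relative to neutral control wells; inactive means the rest, any valid replicate at or below 250%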;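 further: OY570 slx delta 5 strain wells were the positive control but not used for scaling; some compounds called inactive have numbers as strong as hits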
# MOR-DOR inv ag: inverse agonist of human OPRM1-OPRD1 heterodimerization; P35372+P41143; cell-based MOR-DOR heterodimer luminescence, inverse agonism; inhibition, % at 9.3 µM; 340,000 tested, 0.21% active; AID 504357; in the data active means inhibition above about 22%, passing the limit was not always enough;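 further: 0% = cells with DMSO and 100% = wells without cells with DMSO; values of inactives mirror those of a sister screen read the other way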
# * = called active by the depositor; nt = no result given.
cpd | compound | AddAB inh | MOR-DOR ag | phage Ecoli inh | Ecoli viability | PKA-R1A activ | Tat export inh | HTR5A inv ctr | PKA-R2B activ | PfHsp90 yeast 2 | Mot1-301 SUMO | MOR-DOR inv ag
1 | Cn1c(N)c(C(=O)COC(=O)c2ccco2)c(=O)n(C)c1=O | -0.4 | -1.6 | -0.2 | 3.6 | -2 | -4 | 4 | 1 | 6 | 2 | 10
2 | CCOC(=O)C(=O)Nc1cc(C(=O)OC)cc(C(=O)OC)c1 | 3.0 | -1.4 | 3.2 | -1.2 | -11 | -4 | 16 | -5 | 6 | -3 | 7
3 | CCOC(=O)C1(Cc2ccccc2)CCN(Cc2ccc3c(c2)OCCO3)CC1 | 1.4 | 0.2 | 4.7 | 1.7 | 3 | -3 | 1 | -1 | -22 | -9 | -1
4 | COc1cc(/C=C2/SC(=Nc3ccc(O)cc3)NC2=O)cc(OC)c1O | 0.8 | 2.7 | 0.6 | 0.0 | -10 | -10 | 0 | -14 | -9 | -15 | -12
5 | Cc1cc2c(c(=O)n1CCN(C)C)C(c1ccccc1Br)C(C#N)=C(N)O2 (stereo not drawn) | -2.5 | -1.7 | 2.0 | -1.0 | 5 | 1 | -19 | -2 | 23 | -7 | 8
6 | COc1ccc(C(=O)NCCc2nnc3ccc(SCC(=O)Nc4ccccc4)nn23)cc1 | 2.0 | -2.1 | -0.3 | -0.2 | 10 | -7 | -6 | -12 | -20 | -7 | 12
7 | CCCCCc1ccc(OCCOCCn2c[n+](C)c3ccccc32)c(CCCCC)c1 | nt | 8.0 | nt | nt | -5 | 39 | -8 | -7 | 21 | nt | -55
8 | COc1cc(/C=C/C(=O)O)cc(S(=O)(=O)N(CC(C)C)CC(C)C)c1OC | 2.4 | -2.2 | 0.8 | -0.7 | -18 | -11 | 6 | -9 | -2 | 3 | 10
9 | COc1ccccc1S(=O)(=O)Cc1ccc(C(=O)N2CCN(c3ccc(C)cc3)C(C)C2)o1 (stereo not drawn) | 2.9 | 0.3 | 2.1 | 0.6 | -18 | -2 | 10 | 4 | 2 | 11 | -2
10 | CC(/C=C1\SC(=Nc2cccnc2)NC1=O)=C\c1ccccc1 | -1.4 | -1.1 | 2.4 | -0.6 | 0 | -11 | 2 | -8 | 10 | 5 | 5
11 | Cc1ccc(S(=O)(=O)N2CCCN(S(=O)(=O)c3ccc4c(c3)OCCO4)CC2)cc1 | 0.1 | -0.2 | 1.6 | -0.2 | -3 | 0 | -21 | 6 | nt | 7 | 1
12 | CC1(C)CC(=O)c2sc(NC(=O)c3ccco3)nc2C1 | 1.5 | -1.6 | 3.9 | -1.4 | -11 | -8 | 0 | 4 | 1 | 20 | 9
13 | O=C(Nc1ccc2c(c1)C(=O)N(CC1CCCO1)C2=O)c1cccc(Br)c1 (stereo not drawn) | 1.2 | 1.2 | 3.1 | 1.4 | -5 | 1 | 7 | -5 | nt | -7 | -6
14 | COc1ccc(C2CC(=O)CCN2S(=O)(=O)c2ccc(C)cc2)cc1 (stereo not drawn) | nt | -3.0 | 3.9 | nt | -7 | -7 | 8 | -8 | 0 | nt | 14
15 | COC(=O)COc1ccc(S(=O)(=O)Nc2ccc(C(N)=O)cc2)cc1Cl | 0.2 | -2.8 | 3.0 | -0.8 | 0 | 13 | -19 | -10 | nt | 24 | 14
16 | CCn1c(C)nnc1SCC(=O)Nc1cccc(Cl)c1 | 1.5 | -2.6 | 2.5 | 2.5 | 4 | -4 | 6 | -6 | 2 | -12 | 13
17 | COc1cc(OC)cc(C(=O)N[C@H](C(=O)OCC(=O)Nc2ccc(F)c(F)c2)C(C)C)c1 | 0.0 | -2.1 | 1.2 | 1.3 | -2 | -2 | -8 | 0 | 18 | -3 | 13
18 | Cc1nnc(Nc2ccc(C(=O)N3CCOCC3)cc2)c2ccccc12 | -0.5 | -0.4 | 3.6 | 1.4 | 1 | 4 | 15 | 1 | 4 | -1 | 2
19 | O=C(c1sc2cc([N+](=O)[O-])ccc2c1Cl)N1CCOCC1 | 2.8 | 2.0 | 0.6 | 2.5 | 1 | -6 | -23 | 15 | 7 | -24 | -14
20 | O=C(Nc1cc(-c2nn(CC(=O)N3CCCCC3)c(=O)c3ccccc23)ccc1N1CCOCC1)c1ccc(Cl)cc1 | 1.5 | -2.0 | -0.3 | -5.3 | 1 | 1 | -9 | 0 | nt | 2 | 10
21 | COc1ccc(Nc2ncnc3c2cnn3Cc2ccccc2)cc1OC | 2.1 | -0.6 | 1.4 | -0.9 | 4 | 4 | -17 | -17 | -35 | -14 | 3
22 | COC(=O)c1[nH]c2ccccc2c1NC(=O)CCN1CCSCC1 | 3.3 | -0.5 | 3.9 | -2.0 | 10 | -3 | -30 | -5 | nt | 4 | 3
23 | COCCn1c(=S)[nH]c2cc(C(=O)N3CCN(c4ccccc4OC)CC3)ccc2c1=O | 1.8 | -2.0 | 3.4 | 0.0 | -10 | -1 | -6 | 6 | 14 | 10 | 11
24 | N=C1/C(=C/c2cccs2)C(=O)N=C2SN=C(SCc3ccccc3)N12 | -1.0 | -1.3 | 2.8 | 0.1 | -3 | 2 | -6 | 0 | 3 | 16 | 7
25 | O=C(CN1CCN(C(=O)c2ccco2)CC1)Nc1ccccc1-c1ccccc1 | 3.8 | -1.9 | 2.9 | -1.8 | 0 | -1 | -9 | 2 | -24 | -5 | 12
26 | CCC(=O)Oc1ccc(NC(=O)CSCc2ccccc2)cc1 | 0.8 | -1.9 | 3.9 | -2.8 | -8 | 19 | -31 | -10 | 1 | -11 | 12
27 | CCCN1C(=O)S/C(=C\c2ccc(N3CCOCC3)o2)C1=O | 0.5 | 3.1 | 1.1 | 0.0 | -1 | 2 | -5 | 6 | 16 | -7 | -16
28 | CCC(C)NCCCCOc1ccc(Cl)cc1C (stereo not drawn) | 4.3 | 1.7 | 3.8 | 1.2 | -8 | -4 | 4 | -1 | 15 | 58 | -10
29 | CCCN(CC(=O)Nc1cc(Cl)ccc1Cl)C(=O)/C=C/c1cc(OC)ccc1OC | 0.5 | -2.1 | 2.5 | 2.2 | 5 | 19 | -28 | -1 | 20 | -22 | 8
30 | NC(=S)N/N=C/c1cn(-c2ccccc2)nc1-c1cccnc1 | 0.1 | -1.6 | 2.8 | -1.4 | 1 | 0 | -1 | 0 | 31 | -22 | 9
31 | COc1ccccc1OS(=O)(=O)c1ccc(NC(C)=O)cc1 | 1.5 | -0.6 | 0.3 | 3.7 | 9 | 0 | 32 | 1 | -54 | 1 | 3
32 | COc1cc(C(=O)NCC2CCCO2)ccc1OCc1ccc(Cl)cc1Cl (stereo not drawn) | 3.9 | -1.4 | 1.3 | 1.4 | -4 | 5 | 6 | -6 | -18 | 47 | 7
33 | Cc1cc(/C([O-])=C(/C(=S)Nc2ccc(F)cc2)[n+]2ccccc2)c(C)n1Cc1ccccc1Cl | -1.2 | -3.1 | 3.6 | 2.9 | 2 | 5 | 12 | -6 | -8 | nt | 16
34 | CC(NS(=O)(=O)c1ccccc1)C(=O)NCCc1ccccn1 (stereo not drawn) | 0.2 | -1.5 | 4.4 | 1.9 | 4 | 0 | -16 | -4 | 1 | 23 | 8
35 | COc1cccc(/C=N/NC(=O)C(=O)N/N=C/c2cccc(OC)c2OC)c1OC | -1.9 | 10 | -0.2 | 0.3 | -9 | -2 | -1 | 3 | -12 | -16 | -56
36 | CN(CC1CCOCC1)C(=O)CC1C(=O)NCCN1Cc1cccc(C(F)(F)F)c1 (stereo not drawn) | nt | -0.2 | 1.4 | nt | 0 | 6 | 5 | 6 | -46 | nt | 1
37 | Cc1ccc(C(=O)NC2=NCCS2)cc1Cl | nt | -2.4 | nt | nt | -5 | 6 | 2 | 2 | 7 | 20 | 11
38 | Fc1ccc2nc(Nc3ccccc3)sc2c1 | 2.6 | 2.0 | 3.6 | -1.4 | 0 | -4 | 15 | -10 | -23 | nt | -9
39 | COc1ccccc1C(=O)Nc1ccc(N2CCCCC2)cc1 | 2.8 | -1.3 | 2.2 | -0.8 | -6 | -3 | 8 | -4 | nt | 13 | 6
40 | Cn1c(N)c(C(=O)COC(=O)Cc2ccccc2F)c(=O)n(C)c1=O | 0.5 | -2.3 | 3.3 | -0.2 | -7 | 2 | -10 | 6 | 10 | -8 | 12
41 | O=C(N/N=C/C=C/c1ccccc1)NC1CCCCC1 | 37* | 4.5 | 3.5 | 18* | -11 | 6 | 5 | -3 | -48 | 53 | -23
42 | COc1ccccc1NC(=O)CCCC(=O)OCC(F)(F)C(F)F | 0.4 | -0.1 | 2.5 | 0.9 | 4 | -6 | -12 | -12 | 28 | -6 | 0
43 | CCn1c(SCC(=O)NC2CC2)nnc1-c1cccs1 | -0.3 | 1.6 | -0.5 | 0.7 | -4 | 3 | -25 | 1 | -6 | -13 | -7
44 | COc1ccc(C=C2SC(=O)NC2=O)cc1OC | nt | -3.1 | 1.3 | nt | -4 | 0 | 14 | 5 | -8 | nt | 16
45 | CCOC(=O)CSc1nc(-c2ccccc2)nc2c1oc1ccccc12 | 0.5 | -0.2 | 2.8 | -0.8 | -4 | -9 | 12 | 5 | 3 | 453 | 1
46 | COc1cc2c(cc1NC(=O)COc1ccccc1OC)oc1ccccc12 | 1.4 | -0.9 | 4.1 | 1.3 | 1 | 4 | 7 | 9 | 2 | 21 | 5
47 | Cc1ccc(C(=O)Nc2ccc3ccccc3n2)cc1 | 3.8 | -0.8 | 1.5 | -1.3 | -3 | -4 | -10 | -6 | 0 | 20 | 3
48 | COc1cc(C=NO)nc(-c2ccccn2)c1 | nt | -1.2 | 39* | nt | 3 | -22 | -5 | -4 | 98* | nt | 5
49 | O=C(NCc1ccccc1Cl)c1ccc(NC2=NC3CS(=O)(=O)CC3S2)cc1 (stereo not drawn) | 1.8 | -0.8 | 2.0 | -0.6 | -7 | 2 | -24 | -2 | -17 | -7 | 4
50 | COc1ccc(C(=O)NCCc2nnc(SCC(=O)Nc3ccccc3)n2C)cc1 | 0.8 | -2.9 | 2.1 | -1.9 | -1 | -8 | -17 | -3 | -13 | 0 | 12

# Assay outcomes (PubChem)
